Tat transport = inhibitors of E. coli Tat protein transport. AID 488895. E. coli MC4100 TorA-mCherry Tat export, fluorescence. 0.036% of 340,000 active. inhibition, % at 10 µM;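 active = mean replicate inhibition at least 50% and at least half of replicates individually reaching 50%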;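 also: exported cargo escapes ClpAP degradation while cytoplasmic cargo is degraded and loses fluorescence; 0% = median of neutral control wells and 100% = median of NaSCN control wells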
DAGLB inhibitor = blocks human DAGLB lipase activity; HEK293T DAGLB membrane lysate, EnzChek fluorogenic substrate; inhibition, % at 5.17 µM; 0.059% of 340,000 active; AID 504411; in the data active = inhibition above about 34%;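 also: 0% = enzyme with vehicle and 100% = wells lacking enzyme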
Target sequence (Q8NCG7 whole entry, looked up): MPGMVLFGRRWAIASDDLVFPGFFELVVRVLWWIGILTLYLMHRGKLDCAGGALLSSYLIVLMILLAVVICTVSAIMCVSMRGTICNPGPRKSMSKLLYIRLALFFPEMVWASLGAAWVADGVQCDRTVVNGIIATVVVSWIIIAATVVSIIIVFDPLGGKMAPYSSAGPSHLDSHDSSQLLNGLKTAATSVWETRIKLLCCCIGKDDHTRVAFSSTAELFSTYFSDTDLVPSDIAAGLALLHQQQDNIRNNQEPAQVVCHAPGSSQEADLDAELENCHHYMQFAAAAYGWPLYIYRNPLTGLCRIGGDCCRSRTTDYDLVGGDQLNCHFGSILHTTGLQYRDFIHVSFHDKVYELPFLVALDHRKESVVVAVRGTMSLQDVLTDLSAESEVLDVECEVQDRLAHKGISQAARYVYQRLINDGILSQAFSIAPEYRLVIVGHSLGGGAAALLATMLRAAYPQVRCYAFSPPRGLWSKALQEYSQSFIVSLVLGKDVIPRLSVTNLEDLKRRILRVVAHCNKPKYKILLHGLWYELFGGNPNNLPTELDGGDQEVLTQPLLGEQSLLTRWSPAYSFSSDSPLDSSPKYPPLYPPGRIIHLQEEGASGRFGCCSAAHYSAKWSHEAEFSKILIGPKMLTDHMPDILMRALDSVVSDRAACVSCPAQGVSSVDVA
Wnt act = Wnt/beta-catenin pathway activation. Wnt/beta-catenin reporter cell assay, activator, plate reader. activation, % at 9.35 µM. 1.2% of 300,000 active. AID 743398; in the data active = activation above about 30%, passing the limit was not always enough;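 also: 0% = neutral control wells and 100% = positive control wells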
PfHsp90 yeast 2 = reduces growth (ATP signal) of yeast expressing P. falciparum Hsp90 | S. cerevisiae expressing PfHsp90, BacTiter-Glo ATP, 48 h; yeast lacking PDR1 and PDR3 efflux regulators | AID 504621 | inhibition, % at 9.4 µM | 0.32% of 310,000 active;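 active = every replicate shows inhibition above about 80%, whatever the replicate mean, limit read from the data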;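 also: 0% = DMSO neutral controls and 100% = 20 µM radicicol positive controls; yeast relying on Plasmodium falciparum Hsp90 in place of its own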
phage Ecoli inh = E. coli growth loss with phage present; growth absorbance; inhibition, % at 11.9 µM; 0.26% of 360,000 active; AID 651602; in the data active = inhibition above about 11%
E coli growth = bacterial growth inhibition, counter-screen for AddAB inhibitors. inhibition, % at 11.9 µM. E. coli V3065 growth, OD600 absorbance, 18 h. 0.27% of 330,000 active;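 active = inhibition above the campaign's mean inhibition across all tested compounds plus 3 SD, cut at about 9.9% in these data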;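 also: uninfected addAB+ strain grown without phage in ampicillin broth; 0% = DMSO wells and 100% = ciprofloxacin 0.95 µg/ml wells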
AddAB inh = less growth of phage-infected E. coli with AddAB; E. coli expressing H. pylori AddAB, absorbance growth; AID 435030; inhibition, % at 11.9 µM; 0.29% of 330,000 active; in the data active = inhibition above about 12%;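 also: 0% = vehicle wells of infected cells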
PvdQ acylase = P. aeruginosa PvdQ acylase inhibition; 0.063% of 340,000 active; inhibition, % at 10 µM; purified PvdQ acylase, fluorescence plate reader; in the data active = inhibition above about 30%, passing the limit was not always enough;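 also: 0% = vehicle neutral wells and 100% = reference inhibitor wells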
CAL PDZ inh = human CAL PDZ-peptide interaction inhibition. Q9HD26. purified CAL PDZ, TMR-peptide fluorescence polarization, 1 h. AID 504414. inhibition, % at 20 µM. 0.02% of 330,000 active;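 active = highest replicate inhibition of at least 40%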;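 also: plate controls were DMSO neutral control wells for no effect and unlabeled competitor peptide control wells for full effect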
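Assay system – tagged CAL PDZ protein CerCALP, purified · Timing – 1 h at RT · Compound – single point, 20 µM · Measured by – fluorescence polarization from S- and P-plane intensities, G-factor corrected · Evaluation – inhibition from polarization loss · Probe or stimulus – TMR reporter peptide T*-PRC34 · Buffer or medium – pH 7.4 phosphate-saline buffer, reducing agent, detergent, IgG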
Rtt109 HAT inh = inhibitors of Candida albicans Rtt109/Vps75 histone acetyltransferase. inhibition, % at 34.9 µM. Q5AAJ8. purified Rtt109/Vps75, ThioGlo CoA-SH fluorescence, 4 h. 0.16% of 330,000 active;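 active = inhibition of at least 50% in every replicate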
Target sequence (Q5AAJ8 whole entry, looked up): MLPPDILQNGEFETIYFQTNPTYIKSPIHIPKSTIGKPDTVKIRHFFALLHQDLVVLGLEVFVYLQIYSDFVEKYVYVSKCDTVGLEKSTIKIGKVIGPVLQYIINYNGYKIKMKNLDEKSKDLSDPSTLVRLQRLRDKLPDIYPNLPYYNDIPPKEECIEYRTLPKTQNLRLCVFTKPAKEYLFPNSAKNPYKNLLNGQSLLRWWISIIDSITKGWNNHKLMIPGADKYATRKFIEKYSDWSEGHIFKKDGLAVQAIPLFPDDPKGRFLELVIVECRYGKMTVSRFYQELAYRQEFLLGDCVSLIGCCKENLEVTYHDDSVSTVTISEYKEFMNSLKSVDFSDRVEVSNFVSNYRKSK
An asterisk follows results filed as active; . = no result given.

SMILES	Tat transport	DAGLB inhibitor	Wnt act	PfHsp90 yeast 2	phage Ecoli inh	E coli growth	AddAB inh	PvdQ acylase	CAL PDZ inh	Rtt109 HAT inh
NC(=O)c1ccc(Oc2ccc3c(c2)CCC3)c([N+](=O)[O-])c1	14.5	-2.1	-5.2	-42.1	1.7	1.4	5.7	-14.3	-2.3	-6.2
CC1CCCCN1CCCNc1ccc(C(CC(N)=O)NC(=O)Cc2ccc(Cl)cc2)cc1[N+](=O)[O-] (stereo not drawn)	-3.8	1.2	0.3	-33.1	2.5	2.6	-0.2	-9.3	0.4	6.5
COc1cc(CNCCN(C)C)ccc1OCc1c(F)cccc1Cl	24.3	-0.5	-3.3	.	-0.2	-3.6	-4.6	-2.5	-0.7	22.2
CC(C)/C=C1\CCCCC1N(C)C(=O)NC(C)C (stereo not drawn)	5.9	0.2	.	5.4	3.4	0.3	3.5	0.2	-0.7	-0.6
COc1ccc(NC(=O)CSc2nc3[nH]ncc3c(=O)n2-c2ccccc2OC)cc1OC	5.7	0.7	-4.3	12.7	-0.9	2.7	1.9	-4.4	-4.2	18.6
Cn1c2ccccc2c2nnc(SCC(=O)Nc3ccccc3F)nc21	-2.8	-8.8	-0.2	6.3	-2.3	-0.3	-0.4	-13.7	0.0	1.9
Cc1ccc(S(=O)(=O)NC(=O)Nc2cccc([N+](=O)[O-])c2)cc1	-1.7	-1.7	0.1	-42.5	-0.6	0.3	0.3	-13.3	-2.9	-15.4
O=C(O)c1cc2ccccc2[nH]1	-2.7	1.2	-1.1	6.1	2.3	.	.	17.9	0.8	4.9
CCOC(=O)c1c(NC(=O)CN2C(=O)NC3(CCCCC3C)C2=O)sc(C)c1C (stereo not drawn)	10.7	-1.1	-12.5	-38.4	3.1	0.5	0.4	-8.4	-1.1	8.0
CCCC(=O)NC(c1ccco1)c1cc([N+](=O)[O-])c2cccnc2c1O (stereo not drawn)	-11.0	13.2	0.3	-76.4	3.6	-3.0	2.6	12.7	-0.1	-3.8
O=C(OCC(=O)N1CCOCC1)c1c(Cl)ccc(Cl)c1Cl	-0.3	-1.1	-0.1	13.4	3.6	0.0	-0.9	-9.1	1.1	1.4
COCCCNC(=O)Cn1ccc(N)nc1=O	-10.6	-2.7	1.0	20.7	2.2	2.8	1.4	-6.0	-0.5	1.0
Cc1c(Cl)cccc1NC(=O)Nc1ccc(C(=O)N2CCCC2)cc1	-4.3	-1.4	.	22.0	4.3	0.1	2.7	12.1	0.0	2.3
Cc1cccn2c(=O)c(/C=C3\SC(=S)NC3=O)c(NCCCN3CCOCC3)nc12	-1.7	0.4	4.4	-5.4	2.1	2.0	0.5	10.5	-3.1	4.1
CN(c1ccccc1)S(=O)(=O)c1cc(C(=O)Nc2nc3ccccc3[nH]2)ccc1Cl	-1.7	1.2	-6.0	12.1	-0.4	-4.3	2.4	-5.5	-2.7	-4.1
CC(=O)N1NC(=Nc2ccccc2)SC1(C)C	5.0	0.0	-2.0	3.8	-0.1	-0.3	-1.4	0.7	-1.0	-0.6
O=C(OCC(=O)N1CCN(c2ccccc2)CC1)c1ccccc1NCCO	-0.8	0.3	0.6	0.5	-0.1	1.3	-0.3	-9.7	-2.5	-64.3
O=C(CSc1nnnn1Cc1ccccc1)Nc1ccc2c(c1)OCCO2	-0.7	-0.2	0.5	18.6	3.8	-3.4	0.5	11.3	-0.4	0.7
Cn1nnnc1SCCNCc1ccncc1	-2.1	1.0	.	.	1.6	0.9	1.5	-12.4	.	-24.9
C=CCOc1ccc(-c2nc3c(c(=O)[nH]c(=O)n3CCCC)n2C)cc1Br	-12.3	-0.1	-1.2	-13.3	0.9	-0.4	2.2	-2.3	-3.3	-6.2
CC1(C)NC(=O)N(CC(=O)OCC(=O)Nc2c(Br)cc([N+](=O)[O-])cc2Br)C1=O	-5.7	-0.4	1.5	-13.0	0.8	.	.	-2.4	0.2	0.0
COc1ccccc1C(=O)NC(=O)CSc1ccc(C)c(C)c1	7.5	-11.7	-0.8	-13.4	1.5	-0.2	-0.9	29.1	-0.9	6.1
O=C(COC(=O)CCC(NC(=O)OCc1ccccc1)C(=O)OCC(=O)Nc1ccccc1)Nc1ccccc1 (stereo not drawn)	2.0	-5.2	-2.8	5.6	4.8	0.5	0.9	-8.8	-0.3	-1.0
Cc1cc2nnc(SCC(=O)N3CCN(c4ccccc4)CC3)n2c(N)n1	12.7	-0.9	-3.6	-45.6	0.9	-1.1	1.8	-4.8	-0.6	10.5
COC(=O)Nc1ccc(S(=O)(=O)N2CCCC(C(=O)N3CCCCCC3)C2)cc1 (stereo not drawn)	-1.0	-0.7	-1.5	-10.5	3.1	-1.9	3.3	-1.0	-3.0	2.2

A few values from the list:
PvdQ acylase with Cc1cc2nnc(SCC(=O)N3CCN(c4ccccc4)CC3)n2c(N)n1 is entered as -4.8
Tat transport with COc1ccccc1C(=O)NC(=O)CSc1ccc(C)c(C)c1 is entered as 7.5
CAL PDZ inh with CC1(C)NC(=O)N(CC(=O)OCC(=O)Nc2c(Br)cc([N+](=O)[O-])cc2Br)C1=O is entered as 0.2
Rtt109 HAT inh with COc1ccc(NC(=O)CSc2nc3[nH]ncc3c(=O)n2-c2ccccc2OC)cc1OC is entered as 18.6
DAGLB inhibitor with O=C(OCC(=O)N1CCN(c2ccccc2)CC1)c1ccccc1NCCO is entered as 0.3

Next part.
SMILES	Tat transport	DAGLB inhibitor	Wnt act	PfHsp90 yeast 2	phage Ecoli inh	E coli growth	AddAB inh	PvdQ acylase	CAL PDZ inh	Rtt109 HAT inh
CCCOc1ccc(-c2c(C(=O)N/N=C/c3ccc(OC)cc3)nnn2-c2nonc2N)cc1	-10.6	-3.5	.	-33.4	1.9	-0.8	1.3	-6.4	-1.9	-7.0
O=C(COC(=O)c1ccccc1O)NC(c1ccccc1)c1ccccc1	-6.4	0.8	-4.4	4.3	2.3	0.4	-2.5	-13.2	-0.5	-2.8
S=C(NC1CCCCC1)N1CCN(Cc2ccccc2Cl)CC1	5.9	-4.2	4.1	14.4	0.6	0.3	1.6	-8.5	0.5	3.3
COc1cccc(CN(C(=O)c2ccccc2)C2CCS(=O)(=O)C2)c1 (stereo not drawn)	-2.3	5.3	-1.9	-5.0	1.7	-2.1	0.1	-14.1	-1.6	-25.1
C#CCOCCOCCOCCNc1nc(N2CCN(C(=O)Cn3cc(CCO)nn3)CC2)nc(N2CCN(C(=O)[C@H](CCCCN)n3cc(CCCC)nn3)CC2)n1	-8.5	-1.0	-3.7	-9.7	-0.4	.	.	-13.5	0.6	-4.7
COc1ccc(C(CCN2CCN(c3ccccc3)CC2)c2c(OC)cc(OC)c3c(-c4ccccc4)cc(=O)oc23)cc1 (stereo not drawn)	-4.8	-2.4	-0.1	-1.0	-1.6	1.5	2.0	-5.8	0.0	-8.5
CCCCNC(=O)CO/N=C(\C)c1cc2ccccc2o1	-11.4	-2.8	.	-4.4	1.2	1.0	2.8	-7.0	-3.6	-1.7
COc1ccc(C(=O)NNC(=O)Cc2ccc(-c3ccccc3)cc2)cc1OC	-8.9	-2.7	4.4	-29.9	2.0	-4.9	0.8	-5.0	-0.7	4.7
CCCC1(C(=O)OC)NC(c2ccc(OC)c(OC)c2)C2C(=O)N(c3cccc(C(C)=O)c3)C(=O)C21 (stereo not drawn)	-3.9	-2.5	1.5	-8.2	1.6	2.3	3.7	-7.6	-0.2	0.7
Cc1cccc(-n2c(C)n[nH]c2=S)c1C	-13.3	-1.7	-4.3	-1.2	2.5	1.2	6.1	-5.6	.	3.8
CCCC1(C(=O)OC)NC(c2ccco2)C2C(=O)N(c3ccc(C)cc3)C(=O)C21 (stereo not drawn)	-5.4	-1.3	1.4	-16.0	1.6	-1.0	2.4	-5.9	0.2	-7.9
N#Cc1ccc(COC(=O)c2ccc3c(=O)[nH]c(CN4CCOCC4)nc3c2)cc1	2.0	-1.2	.	1.5	1.0	0.5	1.1	-12.4	-0.5	-0.9
CCOc1ccc(CNC(=O)Cn2ccc3cc(S(=O)(=O)N4CCCC4)ccc32)cc1	8.4	-2.7	-2.0	-3.2	1.1	0.6	1.5	-11.0	-2.5	-0.6
O=C(C1CCCCC1)N1CCC(c2nc3c(nnn3Cc3ccccc3Cl)c(=O)[nH]2)CC1	10.0	3.0	-4.5	-0.4	0.3	.	.	-16.1	-2.2	-0.2
CCOC(=O)c1ccc(Nc2nc(-c3cccnc3)nc3ccccc23)cc1	-8.9	-1.2	-13.7	-13.6	1.7	-2.4	0.6	-4.4	-6.2	-0.6
Cc1csc(NC(=O)CSc2nnc(NC(=O)COc3ccccc3)s2)n1	-3.5	4.6	-3.4	-3.6	4.4	-0.3	-2.2	-10.4	-0.8	-13.2
COc1cccc(C(c2nnnn2C(C)(C)C)N2CCN(C3CCCCC3)CC2)c1OC (stereo not drawn)	-11.3	0.8	.	.	3.0	.	.	-3.2	0.9	1.0
O=C(Cn1cnc2c(nnn2Cc2ccc(F)cc2)c1=O)NCC1CCCO1 (stereo not drawn)	-7.9	-1.5	-1.6	8.0	1.6	-0.2	1.5	9.6	-1.3	3.8
COc1ccccc1NC(=O)Cn1cnc2c(oc3nc4c(cc32)CCCC4)c1=O	-7.2	-1.6	-2.3	12.4	-0.9	1.2	0.2	-14.7	-1.9	8.6

3 entries picked at random from the list so far:
SMILES	Tat transport	DAGLB inhibitor	Wnt act	PfHsp90 yeast 2	phage Ecoli inh	E coli growth	AddAB inh	PvdQ acylase	CAL PDZ inh	Rtt109 HAT inh
O=C(C1CCCCC1)N1CCC(c2nc3c(nnn3Cc3ccccc3Cl)c(=O)[nH]2)CC1	10.0	3.0	-4.5	-0.4	0.3	.	.	-16.1	-2.2	-0.2
S=C(NC1CCCCC1)N1CCN(Cc2ccccc2Cl)CC1	5.9	-4.2	4.1	14.4	0.6	0.3	1.6	-8.5	0.5	3.3
C#CCOCCOCCOCCNc1nc(N2CCN(C(=O)Cn3cc(CCO)nn3)CC2)nc(N2CCN(C(=O)[C@H](CCCCN)n3cc(CCCC)nn3)CC2)n1	-8.5	-1.0	-3.7	-9.7	-0.4	.	.	-13.5	0.6	-4.7

Molecules listed so far that have fluorine (3):
SMILES	Tat transport	DAGLB inhibitor	Wnt act	PfHsp90 yeast 2	phage Ecoli inh	E coli growth	AddAB inh	PvdQ acylase	CAL PDZ inh	Rtt109 HAT inh
COc1cc(CNCCN(C)C)ccc1OCc1c(F)cccc1Cl	24.3	-0.5	-3.3	.	-0.2	-3.6	-4.6	-2.5	-0.7	22.2
Cn1c2ccccc2c2nnc(SCC(=O)Nc3ccccc3F)nc21	-2.8	-8.8	-0.2	6.3	-2.3	-0.3	-0.4	-13.7	0.0	1.9
O=C(Cn1cnc2c(nnn2Cc2ccc(F)cc2)c1=O)NCC1CCCO1 (stereo not drawn)	-7.9	-1.5	-1.6	8.0	1.6	-0.2	1.5	9.6	-1.3	3.8

Screening results as filed in PubChem BioAssay.

An unsorted share of the library. Share with any hit: about 1.9%.
